PAFAH2 inh: inhibitors of human PAFAH2. recombinant PAFAH2, FP-rhodamine activity probe, fluorescence polarization. 0.99% of 340,000 active. Q99487. AID 492956. inhibition, % at 3.39 µM;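 active = inhibition above the mean over all tested compounds plus 3 SD, cut at about 30% in these data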;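 note: inhibitors block probe labeling of enzyme so polarization drops; 0% = enzyme with DMSO and 100% = wells lacking PAFAH2 protein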
Fh CTSL1 inh: blocks F. hepatica cathepsin L1 in PFM18AAP counter-screen | recombinant F. hepatica cathepsin L1, Z-Leu-Arg-MCA fluorescence | inhibition, % at 5.96 µM | 0.49% of 300,000 active | AID 1906;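 active = inhibition above the mean of all tested compounds plus 3 SD, set per screening campaign, cut at about 17% in these data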;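 note: 0% = plate median of test compound wells and 100% = 1 µM Z-Phe-Ala-diazomethylketone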
PP1 inh: blocks human PP1-alpha phosphatase, a PP5 counter-screen; inhibition, % at 6.7 µM; purified PP1alpha, OMFP fluorescence; P62136; 0.9% of 320,000 active;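 active = inhibition above the mean inhibition of all tested compounds plus 3 SD, computed separately for each screening campaign, cut at about 15% in these data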
Target sequence (P62136 whole entry, looked up): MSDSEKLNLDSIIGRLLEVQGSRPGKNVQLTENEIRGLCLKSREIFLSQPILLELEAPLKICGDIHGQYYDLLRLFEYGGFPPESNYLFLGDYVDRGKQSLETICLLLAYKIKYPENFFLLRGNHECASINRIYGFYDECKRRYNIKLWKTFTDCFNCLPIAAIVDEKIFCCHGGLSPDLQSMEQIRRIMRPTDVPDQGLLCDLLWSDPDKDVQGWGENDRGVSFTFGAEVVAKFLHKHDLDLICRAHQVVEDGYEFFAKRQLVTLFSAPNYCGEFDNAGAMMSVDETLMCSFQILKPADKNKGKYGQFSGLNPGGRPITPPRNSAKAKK
TPT1 inh: C. albicans TPT1 enzyme inhibition | recombinant caTPT1, FP RNA substrate dephosphorylation | AID 1962 | 0.81% of 300,000 active | inhibition, % at 5 µM;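 active = inhibition above the mean of all tested compounds plus 3 SD, set per screening campaign, cut at about 24% in these data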;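 note: plate controls were DMSO alone for no effect and ferristatin control at 100 nM for full effect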
HCV core dimer: HCV core protein dimerization inhibition | AID 1899 | 0.33% of 300,000 active | inhibition, % at 5 µM | TR-FRET GST/Flag-core106 dimerization, 1536-well;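 active = inhibition above the mean of all tested compounds plus 3 SD, set per screening campaign, cut at about 45% in these data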
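System: GST-tagged and Flag-tagged HCV core protein residues 1-106 / Input: core106 proteins, GST 13.5 nM and Flag 17 nM / Buffer or medium: KF-containing HEPES buffer, pH 7.45, DTT, CHAPS, BSA / Probe or stimulus: Eu-anti-GST and XL665-anti-Flag labelled anti-tag antibodies / Schedule: 4 h, 22.5 °C incubation / Technique: TR-FRET 671 and 617 nm emission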
procasp3 activ: activates human procaspase-3 | 0.11% of 330,000 active | activation, % at 8.5 µM | recombinant procaspase-3 D3A, Ac-DEVD-pNA absorbance 405 nm;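 active = activation above the mean of all tested compounds plus 3 SD, cut at about 21% in these data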;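 note: 0% = DMSO alone and 100% = DMSO wells spiked with extra 5 µM PC-3 D3A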
Target sequence (P42574 whole entry D9A/D28A/D175A): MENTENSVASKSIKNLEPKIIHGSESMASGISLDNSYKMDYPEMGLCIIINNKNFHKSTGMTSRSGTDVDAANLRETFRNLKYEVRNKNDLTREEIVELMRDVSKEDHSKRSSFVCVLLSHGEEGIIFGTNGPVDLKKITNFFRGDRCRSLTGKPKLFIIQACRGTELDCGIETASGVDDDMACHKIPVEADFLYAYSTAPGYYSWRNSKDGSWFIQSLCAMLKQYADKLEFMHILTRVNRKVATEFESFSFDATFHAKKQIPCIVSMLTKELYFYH
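Evaluation: percent activation relative to control range; Material: Procaspase-3 D3A mutant, all three cleavage aspartates alanine; Compound: single dose, 8.5 µM nominal compound, 0.8% DMSO; Replication: one well per compound; Signal: absorbance at 405 nm, 0 and 120 min; Schedule: 1 h preincubation plus 2 h reaction at 25 °C.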
PP5 primary: inhibitors of human protein phosphatase 5 (PP5); P53041; purified PP5c, OMFP substrate fluorescence; inhibition, % at 6.7 µM; 0.18% of 320,000 active; AID 1987;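 active = inhibition above the campaign's mean inhibition across all tested compounds plus 3 SD, cut at about 9.5% in these data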;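 note: 0% = DMSO only and 100% = 100 µM cantharidin control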
procasp7 counter: counter-screen: procaspase-7 (human) activation | P55210 | recombinant procaspase-7, Ac-DEVD-pNA absorbance 405 nm; D23A/D198A/D206A triple mutant, cannot self-cleave; scale: DMSO 0, 5 µM enzyme 100 | activation, % at 8.5 µM | 0.093% of 330,000 active | AID 463210;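 active = percent activation above the screen-wide mean plus 3 SD, cut at about 25% in these data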
Target sequence (P55210 whole entry D23A/D198A/D206A): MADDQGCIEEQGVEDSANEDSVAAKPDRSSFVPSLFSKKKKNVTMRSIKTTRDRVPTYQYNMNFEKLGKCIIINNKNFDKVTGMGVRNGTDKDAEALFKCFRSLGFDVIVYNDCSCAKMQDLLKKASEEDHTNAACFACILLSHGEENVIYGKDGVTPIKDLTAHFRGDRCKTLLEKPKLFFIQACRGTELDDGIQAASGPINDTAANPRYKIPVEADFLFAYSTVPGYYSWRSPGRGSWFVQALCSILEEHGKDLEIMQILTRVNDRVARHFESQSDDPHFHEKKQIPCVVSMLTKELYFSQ
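Assay system: Uncleavable procaspase-7 mutant enzyme / Input: 2 µM procaspase-7 mutant as dispensed / Dosing: single nominal 8.5 µM compound dose, 0.8% DMSO final / Timing: 1 h enzyme–compound preincubation and 2 h substrate reaction, both 25 °C / Detection: p-Nitroaniline absorbance at 405 nm, read at 0 and 120 min / Replication: singlicate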
AHR act: activators of human aryl hydrocarbon receptor. AHR-responsive luciferase reporter cells, luminescence. P35869. activation, % at 5 µM. 2.5% of 320,000 active; in the data active = activation above about 47%;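 note: 0% = vehicle wells and 100% = reference agonist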
* hit, by the source's call; / = not tested or not shown.

SMILES	PAFAH2 inh	Fh CTSL1 inh	PP1 inh	TPT1 inh	HCV core dimer	procasp3 activ	PP5 primary	procasp7 counter	AHR act
Cc1cccn2c(=O)c(/C=C(\C#N)S(=O)(=O)c3ccccc3)c(N3CCCCC3)nc12	/	-3	5	12	16	-28	3.7	-4	3
COc1ccc(Cn2c(=S)[nH]c3ccccc3c2=O)cc1	-6	0	1	-1	1	-2	1.4	6	2
CCOC(=O)C1(CCOc2ccccc2)CCN(Cc2cc(OC)c3c(c2)OCO3)CC1	0	1	0	-3	3	-2	-0.4	13	0
Cc1cc(OCC(=O)NCc2ccccn2)c2c(C)c(Cc3ccccc3)c(=O)oc2c1	4	1	6	0	4	4	4.6	-4	4
O=C(Nc1ccnc(-c2cccnc2)n1)c1cccc(Cl)c1Cl	-5	-7	-3	2	2	-9	2.8	13	5
CS(=O)(=O)C1=C(O)C(=O)N(c2ccccc2)C1c1ccccc1 (stereo unspecified)	0	1	-3	-2	-3	1	0.2	-3	-1
CCSc1ccc(NC(=O)c2cccnc2)cc1	-6	0	-6	-6	0	-7	-0.5	12	-1
N#C/C(=C/c1cn(-c2ccccc2)nc1-c1cccc(S(=O)(=O)N2CCCC2)c1)C(=O)NCc1ccco1	-28	1	16*	2	71*	-1	3.8	-3	2
CCc1cccc(C)c1NC(=O)c1cccc(N(C)C)c1	4	0	0	0	5	-21	3.1	-5	5
CC(C)[C@H](Nc1ccc(C(F)(F)F)cc1[N+](=O)[O-])C(=O)O	3	1	0	0	-2	6	1.1	-9	13
Cc1ccc2nc(SCC(=O)N/N=C/c3ccc(C(=O)O)cc3)cc(C)c2c1	-3	-1	-1	-2	-1	7	2.5	8	0
CCCCOC(=O)Nc1ccc(S(=O)(=O)Nc2nc(C)cc(C)n2)cc1	2	6	-3	0	-2	10	1.1	1	2
O=C(O)C1Cc2ccccc2CN1C(=O)c1ccco1 (stereo unspecified)	1	0	5	1	-8	-12	-3.6	-4	0
COc1ccccc1Oc1ccc2c(c1)C(=O)N(c1ccccc1)C2=O	1	0	-7	2	6	6	2.7	0	-1
C[C@@H](NC(=O)c1nc[nH]c1C(=O)N[C@H](C)c1ccccc1)c1ccccc1	8	/	0	/	/	5	2.4	-2	1
O=C(CCC1CCCCC1)Nc1c2c(nn1-c1ccc(F)cc1)CS(=O)(=O)C2	5	0	1	1	-1	2	4.8	6	5
O=C(N/N=C/c1ccc(OCC2COCCO2)cc1)c1ccc(Br)cc1 (stereo unspecified)	-8	7	8	-1	3	9	-1.6	10	9
Cc1ccccc1-c1nc(CN(Cc2c(C)nn(C)c2C)C2CC2)c(C)o1	10	0	0	0	2	2	0.3	-4	14
CC(C)(C)c1cc(NCc2ccccn2)n2ncc(-c3ccc(Cl)cc3)c2n1	-8	-3	-3	0	3	-5	0.0	5	1
Cc1cc(C)n(-c2nc(Nc3ccccc3C)nc(-n3nc(C)cc3C)n2)n1	/	1	36*	-3	16	1	3.6	5	11
COc1ccccc1N1CCN(C2CCCN(C(=O)CCc3c(C)noc3C)C2)CC1 (stereo unspecified)	-3	0	0	1	-2	-4	-5.2	-2	2
CN(C)S(=O)(=O)c1ccc(N2CCCC2)c(C(=O)OCC(=O)NC2CCCCC2)c1	-3	2	-5	0	0	6	3.8	8	-2
COc1ccc2nc(-c3ccccc3)cc(C(=O)N3CCC3)c2c1	2	/	8	/	/	3	2.4	16	6
O=C(NCCC1=CCCCC1)C1CCN(S(=O)(=O)c2cccc3nsnc23)CC1	-3	1	-4	-2	1	9	-1.3	8	-1

A draw from above in order of heavy-atom count, lowest first:
SMILES	PAFAH2 inh	Fh CTSL1 inh	PP1 inh	TPT1 inh	HCV core dimer	procasp3 activ	PP5 primary	procasp7 counter	AHR act
O=C(O)C1Cc2ccccc2CN1C(=O)c1ccco1 (stereo unspecified)	1	0	5	1	-8	-12	-3.6	-4	0
COc1ccc2nc(-c3ccccc3)cc(C(=O)N3CCC3)c2c1	2	/	8	/	/	3	2.4	16	6
COc1ccccc1Oc1ccc2c(c1)C(=O)N(c1ccccc1)C2=O	1	0	-7	2	6	6	2.7	0	-1
O=C(CCC1CCCCC1)Nc1c2c(nn1-c1ccc(F)cc1)CS(=O)(=O)C2	5	0	1	1	-1	2	4.8	6	5
O=C(NCCC1=CCCCC1)C1CCN(S(=O)(=O)c2cccc3nsnc23)CC1	-3	1	-4	-2	1	9	-1.3	8	-1
CN(C)S(=O)(=O)c1ccc(N2CCCC2)c(C(=O)OCC(=O)NC2CCCCC2)c1	-3	2	-5	0	0	6	3.8	8	-2
COc1ccccc1N1CCN(C2CCCN(C(=O)CCc3c(C)noc3C)C2)CC1 (stereo unspecified)	-3	0	0	1	-2	-4	-5.2	-2	2

Following part:
SMILES	PAFAH2 inh	Fh CTSL1 inh	PP1 inh	TPT1 inh	HCV core dimer	procasp3 activ	PP5 primary	procasp7 counter	AHR act
COc1ccc2c(=O)c(-c3ccccc3)coc2c1	-3	-3	0	-3	2	-3	0.9	2	0
Cc1ccc(S(=O)(=O)N2CCC(C(=O)OCC(=O)NCc3cccc(Cl)c3)CC2)cc1C	-6	/	/	/	/	2	/	8	-1
O=C(/C=C/c1ccco1)N(Cc1ccc(Cl)cc1)C1CCS(=O)(=O)C1 (stereo unspecified)	4	5	1	5	5	-12	-0.8	-5	-1
CNC(=S)N1N=C(c2ccc(Br)cc2)CC1c1ccc(Br)cc1 (stereo unspecified)	-1	0	2	1	-41	-8	1.6	-6	-1
O=C(c1ccccc1)N1CCC(CC2CC(c3cccc(Br)c3)=NO2)(C(=O)NCC2CCCCC2)CC1 (stereo unspecified)	-1	-3	10	1	5	-4	3.9	-6	16
COc1ccccc1CNC(=O)C1CC(c2ccccc2C(F)(F)F)=NO1 (stereo unspecified)	1	6	3	-1	-7	4	2.6	8	35
COc1cccc(-n2nc(C(=O)N3CC(C)CC(C)C3)c3ccccc3c2=O)c1 (stereo unspecified)	-5	1	0	2	2	1	2.1	-4	1
Cc1csc2nc(O)c(C(=O)NCCC3=CCCCC3)c(=O)n12	0	-5	15	-1	1	1	-1.4	3	2
Cc1ccc(C)c(N(CC(=O)NC(C)(C)C)C(=O)CCC(=O)Nc2nccs2)c1	1	-1	4	-4	1	4	1.9	6	0
O=C(c1ccco1)N1CCN(Cc2nc3cc(Cl)ccc3c(=O)[nH]2)CC1	-1	2	-4	-1	2	10	-0.6	4	0
CN(C)CCn1c(=O)n(C2CCCCC2)c(=O)c2c3c(sc21)CCCCC3	-2	0	-8	1	-1	6	-3.3	13	-1
CCCCC(C(=O)O)C(C)CC(=O)Nc1cccc(C(=O)O)c1 (stereo unspecified)	5	2	0	-2	1	8	-1.1	8	-2
NNC(=O)c1ccc(-c2ccccc2F)cc1	-5	4	-4	-1	0	-5	-1.1	-1	1
CCOC(=O)CSc1nnc(CNC(=O)c2cccs2)n1-c1cc(C)ccc1C	-3	-5	2	4	-4	2	2.3	8	-1
OCCOCCNc1ncnc2nc[nH]c12	7	1	-5	13	-1	10	-0.4	-4	-2
O=C(Cc1ccc(-n2c(=O)c3ccccc3n(Cc3cccc([N+](=O)[O-])c3)c2=O)cc1)NCC1CCCO1 (stereo unspecified)	/	0	-3	-1	11	-4	1.0	16	1
CCNc1cc(=O)n(C)c(=O)n1C	-4	-1	-4	-5	-3	-5	-3.4	0	-1
CCC1=NNc2cccc3c(OC)ccc1c23	/	4	33*	-11	25	1	5.5	2	4
COc1cc(/C=N\n2nnnc2N)ccc1OCc1ccc(F)cc1	3	5	0	-1	1	-2	4.7	0	-7
Cc1ccc(S(=O)(=O)NNC(=O)c2sc3nc(C)cc(C)c3c2-n2cccc2)cc1	6	6	14	-4	10	-2	-0.1	-4	-1
Cc1ccc2cc(CN(CCCO)S(=O)(=O)c3cccc4nsnc34)c(=O)[nH]c2c1	1	5	-1	-4	-1	1	0.8	5	3
CCOC(=O)C1CCN(C(=O)c2cccc(NC3=NC4CS(=O)(=O)CC4S3)c2)CC1 (stereo unspecified)	0	-3	0	1	-8	1	2.1	13	-1
C=CCN1C(=O)C(O)(CC(=O)c2ccc(Cl)cc2)c2ccccc21 (stereo unspecified)	1	3	2	1	27	-8	2.6	17	6
CCN(CC)S(=O)(=O)c1ccc(NC=C(C#N)C#N)cc1	2	2	-5	3	-2	3	1.6	0	1
CCn1c(CNC(=O)COC)nc2ccccc21	4	0	-3	-1	3	-6	-1.7	14	0
COc1ccc(-n2nc(C(=O)NCC(=O)N3CCOCC3)c3ccccc3c2=O)cc1OC	-4	2	-1	0	0	2	1.2	9	0
Cc1cc2oc(C(=O)N3CCN(CCc4ccccn4)CC3)c(C)c2cc1C	5	3	-1	-2	-5	-4	1.6	6	-1
C/C(CC(=O)Nc1cccc(C(F)(F)F)c1)=N\NC(=O)c1cnccn1	-3	5	1	-1	6	0	1.3	4	9
N/C(=N\OC(=O)c1cc([N+](=O)[O-])ccc1Cl)c1cccnc1	2	-1	-1	0	3	6	-2.0	2	1
Cc1ccc(S(=O)(=O)N2CCN(Cc3ccccn3)CC2)cc1	6	-2	4	-3	0	0	0.0	-3	-2
CN(C)c1ncnc2c1NC1=C(S2)C(=NCCCC(=O)O)CC(C)(C)C1	-3	1	-1	-18	-19	-1	2.0	-8	4
CCN1CCCC1CNC(=O)c1cc(S(=O)(=O)N(C)C)ccc1Cl (stereo unspecified)	-12	-2	-8	-2	5	-1	0.0	2	-4
CCN(CC(=O)NC(C)C)C(=O)c1cc(S(=O)(=O)N2CCCCC2)ccc1N1CCCCC1	-2	/	/	/	/	0	/	0	0
CN(C)C(=O)C1C2NC(=S)N(c3cccc(Cl)c3)C1(C)Oc1ccc(Cl)cc12 (stereo unspecified)	1	6	4	-3	-3	0	1.9	4	0
CN1C(=O)N(CC(=O)N2CCN(c3ccccc3F)CC2)C(=O)C12CCCCC2	-2	/	4	/	/	11	2.8	-3	0
COc1ccccc1C(=O)NC(CCSC)C(=O)NNC(=O)c1ccncc1 (stereo unspecified)	0	5	-4	-1	-9	3	-0.6	-1	1
O=C(CCN1CCN(c2ccccc2)CC1)Nc1ccccc1F	-9	3	1	5	0	3	0.7	10	17
Cc1ccc2cc3cc(C(=O)N4CCN(C(=O)c5ccco5)CC4)sc3nc2c1	9	4	0	-3	15	4	0.7	2	23
O=C(NCCN1C(=O)S/C(=C\c2cccs2)C1=O)[C@H](Cc1ccccc1)N1C(=O)c2ccccc2C1=O	/	4	1	2	23	-1	-0.4	3	9
CCOc1ccccc1N1CC(O)=C(c2nc3ccccc3s2)C1=N	14	1	-2	5	5	-12	2.5	-6	27
CCNC(=O)n1nccc1C(C)Oc1ccccc1 (stereo unspecified)	0	-2	-2	1	-2	2	-1.6	14	2
O=C(CN1C(=O)COc2ccc(Cl)cc21)Nc1ccccn1	-4	3	0	1	0	3	1.7	-1	11

Screens from PubChem BioAssay.
